EPAC1 antagonist: antagonists of human EPAC1. O95398. EPAC1 GEF assay, Rap1b-BODIPY-GDP exchange fluorescence. Potency, µM (highest dose often 115 µM), for inactives: at the highest dose activity change, negative = inhibition, most hits filed as inhibitors. 360,000 tested, 0.14% active;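 note: potency is the fitted concentration of half-maximal effect; plate controls were vehicle for no effect and positive control for full effect; nearly all actives have a fitted effect of over 50% in size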
IL-2 act: activates IL-2 in a cell-based reporter assay | activation, % (series mostly up to about 46 µM) | 360,000 tested, 0.065% active | IL-2 activation reporter assay, cell-based qHTS; stimulated with anti-CD3/CD4/CD28 beads; in transgenic mouse T cells | AID 652025; in the data active = activation above about 50%; inconclusive = mostly about 30% to 49%; note: 0% is about no effect
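First, unstimulated transgenic mouse T cells were exposed to compound for 60 min. Next, anti-CD3/anti-CD4-coated beads with anti-CD28 were added. Finally, after 18 h at 37 degrees C, EGFP and DsRed were imaged.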
GLP1R ag: activates the human GLP-1 receptor; P43220; HEK293 GLP-1R CRE-luciferase, luminescence, 4-6 h; cells express a hypersensitive GLP-1R form; Potency, µM (series often up to 45.6 µM), for inactives: top-dose activation, actives largely listed as activators; 380,000 tested, 0.007% active; note: potency is the fitted concentration of half-maximal effect; % of control where 0% means no effect
Target sequence (P43220 whole entry, looked up): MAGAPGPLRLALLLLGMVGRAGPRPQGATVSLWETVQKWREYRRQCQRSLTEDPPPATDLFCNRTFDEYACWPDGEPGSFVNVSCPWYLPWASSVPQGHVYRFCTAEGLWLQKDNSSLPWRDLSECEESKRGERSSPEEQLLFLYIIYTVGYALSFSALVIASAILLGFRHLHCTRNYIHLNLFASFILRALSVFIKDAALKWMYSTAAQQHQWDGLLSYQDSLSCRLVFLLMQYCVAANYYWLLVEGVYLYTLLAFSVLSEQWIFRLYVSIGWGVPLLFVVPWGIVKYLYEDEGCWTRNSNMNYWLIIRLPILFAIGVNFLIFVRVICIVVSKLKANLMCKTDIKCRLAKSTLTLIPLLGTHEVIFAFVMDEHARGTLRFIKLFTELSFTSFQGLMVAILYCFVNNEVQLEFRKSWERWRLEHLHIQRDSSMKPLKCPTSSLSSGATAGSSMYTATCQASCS
PLK1 PBD inh: PLK1 (human) polo-box domain binding inhibition. P53350. 360,000 tested, 2.8% active. Potency, µM, inactives show max response, negative = inhibition, most hits filed as inhibitors. AID 720504. Plk1 PBD binding of FITC phosphopeptide, fluorescence polarization; note: potency is the fitted concentration of half-maximal effect; series mostly up to about 57 µM; % is set by controls: 0 for no effect and ±100 for the full control effect; nearly all actives have a fitted effect of over 65% in size
Target sequence (P53350 whole entry, looked up, the tested form may be a part): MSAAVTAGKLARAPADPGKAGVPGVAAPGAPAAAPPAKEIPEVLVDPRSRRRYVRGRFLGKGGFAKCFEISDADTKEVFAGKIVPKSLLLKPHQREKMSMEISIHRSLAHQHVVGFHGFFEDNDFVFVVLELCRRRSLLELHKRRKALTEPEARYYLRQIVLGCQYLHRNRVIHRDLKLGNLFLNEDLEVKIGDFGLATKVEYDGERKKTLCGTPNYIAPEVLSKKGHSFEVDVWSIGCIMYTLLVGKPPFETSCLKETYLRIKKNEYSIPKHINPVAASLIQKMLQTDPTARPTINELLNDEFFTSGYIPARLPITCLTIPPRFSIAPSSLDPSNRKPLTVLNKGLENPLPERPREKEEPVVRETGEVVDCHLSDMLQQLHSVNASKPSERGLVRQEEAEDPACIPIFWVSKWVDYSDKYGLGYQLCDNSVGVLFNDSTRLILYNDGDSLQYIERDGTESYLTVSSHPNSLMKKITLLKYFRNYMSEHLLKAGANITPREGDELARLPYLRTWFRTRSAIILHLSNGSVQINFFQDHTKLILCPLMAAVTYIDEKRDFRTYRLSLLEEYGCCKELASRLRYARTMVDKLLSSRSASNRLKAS
PI5P4K alpha inh: blocks human PI5P4K alpha kinase activity; 330,000 tested, 1.2% active; PI5P4Kalpha enzyme, ADP-Glo luminescence, 60 min; stronger effect = lower value; P48426; max response, %; active = max response of -50% or lower; inconclusive = between -30% and -50%; inactive = -30% or higher; note: value at the top dose of about 77 µM; % is set by controls: 0 for no effect and ±100 for the full control effect
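ADP-Glo luminescence end-point after a 60 min room-temperature kinase reaction. PI5P4Kalpha and substrate in HEPES pH 7.4 buffer with EGTA, 0.1% CHAPS and 5% DMSO; ATP at 5 microM final.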
PTHR1 agonist: PTHR1 (human) receptor agonism; Q03431; HEK293 GP2 PTHR1 cells, GloSensor cAMP luminescence, 1 h; Potency, µM (top dose mostly 115 µM), for the others: at the highest dose activation, actives largely listed as activators; 410,000 tested, 0.075% active; note: potency is the fitted concentration of half-maximal effect; nearly all actives have a fitted effect of over 55% in size; some results filed as inactive show a strong effect at the top dose; inactives centre near -15; many of its hits are not listed in these tables
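HEK-293-derived GP2 cells expressing PTHR1 and a GloSensor cAMP reporter, 3,000/well, plated overnight, given luciferin plus IBMX (each 0.5 mM as added) for 1 h at 37 °C, then compound for 1 h at 37 °C. Luminescence was read after 15 min at room temperature.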
GLP1R inv ag: GLP-1 receptor (human) inverse agonism. HEK293 GLP-1R CRE-luciferase, luminescence, 24 h; GLP-1R form is constitutively active. 410,000 tested, 1.6% active. P43220. Potency, µM (doses to about 38.3 µM), for inactives: at the top dose activity change, negative = inhibition, most hits filed as inhibitors; note: potency is the fitted concentration of half-maximal effect; % is set by controls: 0 for no effect and ±100 for the full control effect; nearly all actives have a fitted effect of over 55% in size
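Inverse agonists were sought by their lowering of basal cAMP reporter luciferase output in HEK293 cells stably carrying constitutively active human GLP-1R, after 24 h compound treatment.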
EPAC1 agonist: agonists of human EPAC1; Potency, µM (top dose mostly 154 µM), inactives show at the highest dose activation, hits mostly activators; EPAC1 agonist qHTS, biochemical assay; response scale: 100% = response to 6.5 mM cAMP; 360,000 tested, 0.073% active; O95398; AID 720707; note: potency is the fitted concentration of half-maximal effect; nearly all actives have a fitted effect of over 60% in size
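Compounds were pinned as a concentration titration into mixtures of EPAC1 (100 nM), BODIPY-GDP-loaded Rap1B (250 nM) and GDP (50 uM). After 5 min at room temperature, fluorescence was followed for 30 min; activity was scaled to 6.5 mM cAMP.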
HEK293 tox: cytotoxic in the GLP-1 receptor inverse agonist counter-screen; HEK293 cAMP-luciferase reporter cells, luminescence, 24 h; Potency, µM (series often up to 38.3 µM), without a hit: at the top dose activity change, negative = inhibition, hits mostly inhibitors; 410,000 tested, 0.13% active;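 note: loss of luciferase light is scored as toxicity; potency is the fitted concentration of half-maximal effect; % is set by controls: 0 for no effect and ±100 for the full control effect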
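Luminescence readout: signal drop marks cytotoxicity. Plated cells grew 12 h at 37 °C, 5% CO2, received 23 nL compound for 24 h, then got luciferase reagent, read after 12 min at RT.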
The depositor's hits bear a star; i = inactive; u = inconclusive; x = not tested or not shown; & = joins results of further samples; [ ] = remark or other dose. Unless noted, calls come from the whole dose curve; as a rule, active = well fitted curve in the direction sought with a large enough effect; inconclusive = small, poorly fitted or top-dose-only effect, or another doubt; inactive = no such curve, though single readings can be large; an effect the other way counts as inactive or inconclusive.

Sample of the layout (four entries):
SMILES	EPAC1 antagonist	IL-2 act	GLP1R ag	PLK1 PBD inh	PI5P4K alpha inh	PTHR1 agonist	GLP1R inv ag	EPAC1 agonist	HEK293 tox
COCCNC(=S)c1ccc(Br)cc1	-8%	-0.6	-3%	11µM*	-21	17%	7%	-9%	1%
Nc1ccc(N2CCOCC2)c(Cl)c1	2%	1.5	1%	24µM*	7	i	60%[activator]	-3%	17%
COc1ccc2cc3cc(C(=O)NCc4ccc(C)cc4)oc3nc2c1	x	x	0%	x	x	-11%	11%	x	3%
CNC(=O)c1ccc(N(Cc2ccccc2C)S(C)(=O)=O)cc1	-9%	0.0	3%	-4%	2	-3%	0%	-1%	14%

This part in full, previewed entries included:
SMILES	EPAC1 antagonist	IL-2 act	GLP1R ag	PLK1 PBD inh	PI5P4K alpha inh	PTHR1 agonist	GLP1R inv ag	EPAC1 agonist	HEK293 tox
COCCNC(=S)c1ccc(Br)cc1	-8%	-0.6	-3%	11µM*	-21	17%	7%	-9%	1%
Nc1ccc(N2CCOCC2)c(Cl)c1	2%	1.5	1%	24µM*	7	i	60%[activator]	-3%	17%
COc1ccc2cc3cc(C(=O)NCc4ccc(C)cc4)oc3nc2c1	x	x	0%	x	x	-11%	11%	x	3%
CNC(=O)c1ccc(N(Cc2ccccc2C)S(C)(=O)=O)cc1	-9%	0.0	3%	-4%	2	-3%	0%	-1%	14%
Cc1ccc(S(=O)(=O)N2CCOCC2)cc1C(=O)OCC(=O)c1ccc(Br)cc1	-18%	0.2	2%	-18%	-2	-88%[inhibitor]	-28%	2%	4%
Cc1cccc(OC(=O)c2cn(C)nc2C(F)(F)F)c1C	-12%	0.0	1%	-5%	3	-4%	u	-4%	-5%
COc1ccc(/C=N/NC(=S)Nc2ccccc2)cc1	-6%	-3.4	0%	-12%	-4	-5%	13%	0%	6%
Cn1c(SCC(=O)Nc2cccnc2Cl)nnc1-c1ccco1	-10%	-0.5	13%	-1%	1	i	14%	2%	-11%
Cc1ccc([C@H]2C[C@@H](O)[C@H](n3cc(C4CC4)nn3)CN2C(=O)C2CCCCC2)cc1	-15%	-1.8	-10%	-5%	8	i	-27%	1%	-6%
ClCCn1cnc2c(SCc3ccccc3)ncnc21	-14%	-0.4	u	1%	1	-8%	-33%	7%	0%
c1cncc(-c2nn[nH]n2)c1	2%	-0.4	-10%	2%	-18	i	3%	2%	0%
COCCNC(=O)c1c[nH]c2ccc(S(=O)(=O)N(C)c3ccc(C)c(C)c3)cc2c1=O	u	-0.7	7%	-4%	2	-4%	u	-2%	-13%
CCn1c(N2CCN(CC(=O)c3c(C)n(C)c4ccc(OC)cc34)CC2)nc2c1c(=O)[nH]c(=O)n2C	7%	-4.7	9%	-6%	6	i	11%	1%	4%
Cc1nn(CC(=O)Nc2ccc(S(N)(=O)=O)cc2)c(=O)c2ccccc12	-3%	-0.6	0%	9%	2	-23%	15%	4%	-2%
OC[C@@H]1CN(Cc2ccc3c(c2)OCO3)C[C@H](n2cnc3c(NC4CCCC4)ncnc32)O1	-7%	-0.1	-4%	-6%	0	i	-6%	-10%	-4%
CC(=O)c1sc(=S)n(-c2ccc(Cl)cc2)c1C	-4%	-0.3	-1%	17µM*	-11	-24%	u	11%	3%
OC1(C2(O)CC(c3ccccc3)ON2)CCCCC1 (stereo not given)	5%	-0.3	-40%[inhibitor]	-6%	11	-16%[57.5 µM]	u	-4%	-31%
c1cc(N2CCCCC2)nc(N2CCCCC2)n1	-20%	-0.2	22%	-6%	1	-4%	-20%	-7%	-6%
O=C(c1cccc(NS(=O)(=O)c2ccccc2)c1)N1CCCC1	-28%	-2.5	-2%	-2%	0	i	5%	1%	10%
CCOC(=O)C1C(c2ccccc2O)NC(=O)NC1(O)C(F)(F)F (stereo not given)	-4%	1.4	9%	-5%	1	-5%	5%	0%	-14%
Cc1cc2nn(-c3ccc(F)cc3)nc2cc1N	-2%	-2.1	0%	-23%	7	-22%	u	8%	115%[activator]
Cc1ccc(C)c(NS(=O)(=O)c2c(C)nn(C)c2C)c1	-13%	0.3	5%	-5%	0	i	12%	5%	18%
CCc1ccc(N(C(=O)c2csnn2)C(C(=O)NC2CCCC2)c2cccnc2)cc1 (stereo not given)	-8%	-2.5	6%	-6%	3	i	21%	4%	2%
CCN(CC)CCNc1ncnc2c1sc1nc(N3CCOCC3)c3c(c12)CCCC3	-1%	-2.7	34%	0%	3	i	27%	0%	-6%
NC(CCc1ccccc1)c1csc(Nc2ccc(C(=O)c3ccccc3)cc2)n1 (stereo not given)	-1%	-0.3	-3%	0%	5	-55%[inhibitor]	-27%	-1%	11%
O=C(NCc1cccs1)C1CC(=O)N(c2ccccc2)C1 (stereo not given)	4%	-0.2	-2%	0%	x	-8%[57.5 µM]	1%	-5%	0%
O=C(Nc1ccc(Cl)cc1)N(Cc1cccs1)Cc1cccs1	-2%	0.2	-2%	2%	-1	-31%[inhibitor]	u	10%	-17%
CN1c2ccccc2N(C)C1(C)c1ccccc1	-4%	-0.3	-9%	4.2µM*	-17	-13%	1%	7%	-20%
O=C(c1cc(S(=O)(=O)N2CCOCC2)ccc1F)N1CCc2ccccc21	-2%	-0.9	6%	-10%	-2	-77%[inhibitor]	u	9%	20%
Cn1cc(Cl)c(C(=O)NNC(=S)NC2CCCCC2)n1	0%	-0.2	1%	-3%	0	i	18%	-7%	-5%
O=C(c1cc(COc2ccc(F)cc2Cl)on1)N1CCCCC1c1cccnc1 (stereo not given)	-7%	1.9	16%	-8%	-2	-78%[inhibitor]	1%	2%	-18%
CCOC(=O)C(C(=O)OCC)C(Nc1cccc(Br)c1)c1ccccc1 (stereo not given)	4%	-4.8	-16%	-1%	x	-9%[57.5 µM]	0%	3%	u
COc1ccc(N2CCN(C(=O)c3cccc(NC4=NC5CS(=O)(=O)CC5S4)c3)CC2)cc1 (stereo not given)	15%	-1.3	1%	-28%	0	i	14%	14%	6%
COc1cc([N+](=O)[O-])ccc1NC(=O)CCN1C(=O)C2C3CCC(C3)C2C1=O (stereo not given)	0%	-0.3	2%	2%	3	-20%	23%	0%	-1%
O=C1CSC(=S)N1c1ccccc1	3%	0.5	-18%	3%	19	i	26%	-1%	-2%
CCOC(=O)c1cnc2nc(SCc3ccccc3Cl)[nH]n2c1=O	-10%	1.8	-4%	-9%	u	i	-20%	2%	5%
O=C(CN1CCOCC1)N1CCCc2ccccc21	11%	0.5	-1%	u	-9	-10%	-6%[0.307 µM]	-7%	-4%[0.307 µM]
CSc1nnc2c3ccccc3c3ccccc3c2n1	3%	-1.9	0%	21µM*	-7	-9%	2%	3%	-6%
Cn1c(SCCS(=O)(=O)c2ccc(Cl)cc2)nnc1-c1ccccc1	-18%	-2.5	2%	-10%	16	-35%[inhibitor]	-18%	5%	14%
COc1ccccc1NC(=O)C1CCN(c2ncnc3c2nc2n3CCCCC2)CC1	-7%	-4.7	1%	-13%	-6	-3%&-46%	48%&12%[activator]	5%	4%&-12%
CCCCN(C(=O)CN1CCOCC1)c1c(N)n(CC(C)C)c(=O)[nH]c1=O	-24%	-4.1	-1%	-8%	-5	-15%	30%	-9%	29%
COc1ccc(Cn2c(CO)cnc2SCc2ccc(F)cc2)cc1	x	x	3%	x	x	-75%[inhibitor]	u	x	3%
CCOC(=O)c1cnc2c(Cl)cc(Cl)cc2c1Nc1ccccc1OC	x	x	1%	x	x	i	20%	x	3%
CCOc1c(Br)cc(C2CC(=O)Nc3cc(OC)c(OC)cc32)cc1OC (stereo not given)	-9%	0.2	12%	1%	-6	-2%	16%	0%	-1%
Cn1ncc(Br)c1C(=O)N1CCc2ccccc21	2%	-2.5	11%	-12%	-4	i	2%	2%	8%
O=C1[C@@H]2C(Cc3ccc(O)cc3)NC3(C(=O)Nc4ccc(F)cc43)[C@@H]2C(=O)N1c1ccccc1 (stereo not given in full)	7%	-2.1	2%	-17%	-6	-34%[inhibitor]	-18%	4%	-12%
O=C(/C=C/c1c(F)cccc1Cl)c1ccc(O)cc1	0%	-4.1	-2%	-10%	-29	-30%[inhibitor]	u	-1%	u
COc1ccc2c(c1)O/C(=C\c1ccco1)C2=O	-5%	-2.9	15%	-12%	-14	-16%	43%[activator]	4%	10%
COc1cc2c3c(c1)C(C)=CC(C)(C)N3C(=O)C2=O	-12%	-0.9	12%	-9%	-6	-25%	u	0%	-29%
Cc1ccc2c(c1)sc1nc(=O)n(-c3ccc(Cl)c(Cl)c3)c(=O)n12	21%	-2.8	1%	0%	5	i	4%&-9%	-6%	6%&1%
COc1ccc(N2CCN(C(=O)CCNC(=O)c3ccc(Br)cc3)CC2)cc1	0%	0.8	6%	-3%	1	-1%	12%	2%	0%
O=C1c2cccc3cccc(c23)C(=O)N1c1cccnc1	11%	-1.1	1%	-1%	x	i	3%	-1%	-15%
O=C(COc1ccc2ccc(=O)oc2c1)NCCCn1ccnc1	-6%	2.3	-4%	-3%	5	i	6%	20%	1%
C/C(=N\NC(=O)c1nnn(-c2nonc2N)c1C(C)C)c1ccc2ccccc2c1	-3%	-2.6	4%	-23%	-7	4%	-11%	0%	6%
Cc1[nH]c(C)c(S(=O)(=O)N2CCN(c3cccc(C(F)(F)F)c3)CC2)c1C(=O)N1CCCCC1	-13%	-0.6	3%	7%	8	i	u	-15%	-14%
CCn1cc(Br)c(C(=O)Nc2ccc(Cl)c(Cl)c2)n1	-3%	-2.2	4%	-8%	-1	i	u	13%	-15%
OCCNCCOCCOc1ccccc1-c1ccccc1	-5%	-0.8	-4%	6%	-2	i	u	-10%	-13%
CCC1CCCCN1C(=O)COC(=O)c1cncc(Br)c1 (stereo not given)	2%	-0.9	11%	-2%	3	-15%	3%	15%	1%

Only part of the results is shown; count on the stated rates, not on these rows.
